D3 ag: qHTS of D3 Dopamine Receptor Agonist: qHTS | max activation, % | hit rate 0.58% among 410,000 | D3R DiscoveRx beta-arrestin cells, luminescence, 90 min; in the data active means max activation above about 30%; further: 0% is about no effect; mostly tested at two doses, the higher about 12 µM
Target sequence (P35462 whole entry, looked up): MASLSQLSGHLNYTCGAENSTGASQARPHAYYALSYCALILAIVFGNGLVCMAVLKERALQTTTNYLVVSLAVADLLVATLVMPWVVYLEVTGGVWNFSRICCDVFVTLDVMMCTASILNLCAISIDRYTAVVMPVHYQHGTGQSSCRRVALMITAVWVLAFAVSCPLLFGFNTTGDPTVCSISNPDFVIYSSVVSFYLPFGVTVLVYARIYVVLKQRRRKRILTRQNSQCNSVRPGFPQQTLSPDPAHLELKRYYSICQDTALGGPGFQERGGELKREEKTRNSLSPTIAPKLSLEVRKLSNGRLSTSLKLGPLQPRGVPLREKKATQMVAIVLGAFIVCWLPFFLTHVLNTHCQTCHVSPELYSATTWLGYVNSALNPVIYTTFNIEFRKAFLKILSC
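Cells at 1500/well, incubated overnight, then treated with pinned compounds (dopamine as control) for 90 min at 37 degrees C. DiscoveRx reagent added for 30 - 60 minutes at room temperature; luminescence read.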
HT1080 IDH1KD tx: qHTS for induction of synthetic lethality in tumor cells producing 2HG: qHTS for the HT-1080-IDH1KD cell line | HT-1080 IDH1 knockdown viability, ATP luminescence, 48 h | AID 686971, 2013 | hit rate 2% among 360,000 | Potency, µM (titrated, usually from 46.1 µM), for the others: at the highest dose activity, negative = toxicity, usual class: cytotoxic;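 further: potency means the concentration at half of the fitted maximal effect; 0% = DMSO wells and -100% = cell-free medium wells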
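CellTiter-Glo luminescence after 48 h compound exposure at 37 degrees C of IDH1-knockdown HT-1080 cells in 5% FBS RPMI. %Activity scaled between DMSO wells and cell-free media wells, with curves fitted and assigned curve classes.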
GLP-1R agonist: qHTS of GLP-1 Receptor Agonists; Glucagon-like peptide 1 receptor (Homo sapiens), P43220; HEK293 GLP-1R CRE-luciferase, luminescence, 4-6 h; cells express a hypersensitive GLP-1R form; Potency, µM (titrated, usually from 45.6 µM), inactives show at the top dose activation, most hits filed as activators; hit rate 0.007% among 380,000; AID 624172, 2012; further: potency means the concentration at half of the fitted maximal effect; % of control where 0% means no effect
Target sequence (P43220 whole entry, looked up): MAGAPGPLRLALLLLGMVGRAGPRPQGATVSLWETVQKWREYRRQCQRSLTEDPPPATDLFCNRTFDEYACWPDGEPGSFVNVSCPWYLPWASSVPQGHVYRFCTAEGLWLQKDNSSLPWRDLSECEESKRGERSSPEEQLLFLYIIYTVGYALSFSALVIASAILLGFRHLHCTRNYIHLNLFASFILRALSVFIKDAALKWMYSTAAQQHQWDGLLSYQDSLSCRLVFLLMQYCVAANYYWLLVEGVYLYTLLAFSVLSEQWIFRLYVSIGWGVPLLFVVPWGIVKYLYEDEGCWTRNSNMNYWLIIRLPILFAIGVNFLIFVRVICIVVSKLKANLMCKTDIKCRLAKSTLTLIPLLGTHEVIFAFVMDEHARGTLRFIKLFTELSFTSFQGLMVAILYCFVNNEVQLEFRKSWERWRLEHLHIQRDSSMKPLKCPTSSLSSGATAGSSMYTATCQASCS
DRD3 antagonist: qHTS of D3 Dopamine Receptor Antagonist: qHTS. D(3) dopamine receptor (Homo sapiens), P35462. D3R cells, DiscoveRx beta-arrestin luminescence, antagonist mode; stronger effect = lower value. max response, negative = inhibition, %. hit rate 2.5% among 360,000; in the data active means max response below about -50%; inconclusive means no clear call, values can overlap the other calls; further: on the % scale 0 is the no-effect control and ±100 the full control effect; mostly tested at two doses, the higher about 12 µM
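Cells expressing the human receptor were seeded at 1500 cells/well, incubated overnight at 37 degrees C in 5% CO2, then exposed to library compounds with dopamine controls for 90 minutes at 37 degrees C before luminescent detection.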
KB-V1 MDR tox: qHTS assay for MDR1-selective chemotherapeutics: Primary screen using the drug-selected MDR subline cells KB-V1. hit rate 3.4% among 400,000. AID 1347076, 2019. Potency, µM (highest dose often 46.1 µM), without a hit: at the highest dose activity change, negative = cytotoxicity, actives largely listed as cytotoxic. KB-V1 MDR cells viability, CellTiter-Glo, 72 h; further: potency means the concentration at half of the fitted maximal effect; on the % scale 0 is the no-effect control and ±100 the full control effect; nearly all actives have a fitted effect of over 60% in size
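Readout: CellTiter-Glo luminescence, 10 min after addition. Cells: KB-V1 MDR subline, 72 h at 37 degrees C with compound. Analysis: corrected, normalized data fitted to concentration-effect curves.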
IL-1B inflam inh: qHTS for Inhibitors of Inflammasome Signaling: IL-1-beta AlphaLISA Primary Screen | THP-1 LPS/ATP IL-1B secretion, AlphaLISA, 16 h; stronger effect = lower value | activity change, % at 57.5 µM | hit rate 4.7% among 360,000; in the data active means activity change below about -50%; inconclusive means mostly about -30% to -49%; further: on the % scale 0 is the no-effect control and ±100 the full control effect
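Secreted IL-1B measured by AlphaLISA bead assay after 16 h compound exposure of THP-1 cells; compounds (final up to 57.5 uM) added 1 h before LPS (250 ng/mL) and ATP (1.25 mM) stimulation; lower signal means less secretion.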
SW480 rereplic: A quantitative high throughput screen for small molecules that induce DNA re-replication in SW480 colon adenocarcinoma cells; SW480 DNA re-replication, Hoechst DNA content imaging, 48 h; Potency, µM (doses to about 46.1 µM), for the others: at the top dose re-replication activation, most hits filed as activators; hit rate 1.8% among 340,000; further: potency means the concentration at half of the fitted maximal effect; % of control where 0% means no effect; nearly all actives have a fitted effect of over 55% in size
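Cells (250 per well) received 23 nL compound or DMSO by pin tool and were kept 48 hr at 37 C, 5% CO2. Nuclei were then stained with Hoechst for 40 min and scanned for DNA content.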
KB-3-1 tox: qHTS assay for MDR1-selective chemotherapeutics: Primary screen using the parental adenocarcinoma cell KB-3-1; KB-3-1 viability, CellTiter-Glo ATP luminescence, 72 h; Potency, µM (highest dose often 46.1 µM), for the others: at the top dose activity change, negative = cytotoxic, most hits filed as cytotoxic; hit rate 1.4% among 400,000; AID 1347075, 2019; further: potency means the concentration at half of the fitted maximal effect; on the % scale 0 is the no-effect control and ±100 the full control effect; nearly all actives have a fitted effect of over 60% in size
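Screening of KB-3-1 cells (DMEM, 10% FBS, phenol-red free) ran from lowest to highest compound concentration; after 72 h at 37 °C viability was read luminescently and curves fitted.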
HT1080NT lethal: qHTS for induction of synthetic lethality in tumor cells producing 2HG: qHTS for the HT-1080-NT fibrosarcoma cell line. hit rate 1.6% among 360,000. HT-1080-NT fibrosarcoma viability, CellTiter-Glo ATP luminescence, 48 h. AID 686970, 2013. Potency, µM (doses to about 46.1 µM), without a hit: top-dose activity, negative = less viability, actives largely listed as cytotoxic;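 further: NT is the 2HG producing partner of a matched IDH1 knockdown line; potency means the concentration at half of the fitted maximal effect; 0% = DMSO-treated cells and -100% = media-only wells without cells; nearly all actives have a fitted effect of over 55% in size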
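A 48-hour cytotoxicity screen used HT-1080-NT cells plated 2 hours before compound delivery. ATP-based CellTiter-Glo luminescence measured viability, normalized to DMSO and no-cell controls.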
* = called active by the depositor; u = inconclusive; x = no result given; [ ] = remark or other dose. Unless noted, the call rests on the fitted dose curve; in most records, active means well fitted curve in the direction sought with a large enough effect; inconclusive means small, poorly fitted or top-dose-only effect, or another doubt; inactive means no such curve, though single readings can be large; an effect the other way counts as inactive or inconclusive.

SMILES	D3 ag	HT1080 IDH1KD tx	GLP-1R agonist	DRD3 antagonist	KB-V1 MDR tox	IL-1B inflam inh	SW480 rereplic	KB-3-1 tox	HT1080NT lethal
COc1ccc(CNC(=O)CN(C(=O)Cn2nnc(-c3ccccc3F)n2)c2ccc(C)cc2)cc1	-2.5	-2.5%	2.5%	-3.7	u	5.7	-4.8%	-0.7%	21.7%
COC(=O)c1ccc(/C=C(\C#N)C(=O)NC(C)c2ccccc2)cc1 (stereo not drawn)	0.6	u	-1.4%	-55.5*	-15.6%	-97.3*	u	u	u
FC(F)(F)c1ccc(CN2C[C@@H]3C(c4ccccc4)C4(c5cccnc5)CC3(C4)[C@H]2c2ccccc2)cc1 (stereo partly drawn)	2.8	2.1%	-0.8%	23.7	-28.5%	6.6	23.6%	u	2.0%
CC(C)OCCCNC(=O)CN1CCN(Cc2ccc(Cl)cc2)C1=O	-0.2	20.2%	4.2%	13.3	7.8%	33.0	-2.7%	-1.1%	8.7%
Cc1cc(/C=C(/C#N)C(=O)Nc2ccccc2)c(C)n1-c1cccnc1	2.1	1.7%	5.5%	31.4	0.3%	-59.5*	0.9%[9.22 µM]	6.4%	0.0%
CCOC(=O)C(/C=C(\C#N)C(=O)OCC)=C(/N)N1CCN(c2c(C)cccc2C)CC1	-2.9	-16.7%	5.8%	0.0	19.5%	-5.4	-4.0%	12.9%	0.6%
Cc1cccc(NC(=O)C(C)Oc2ccccc2C)n1 (stereo not drawn)	0.7	4.5%	0.1%	7.8	-0.9%	0.0	-6.4%	4.7%	11.5%
Cc1ccccc1NC(=S)NC(C)CCc1ccccc1 (stereo not drawn)	-9.0	7.9%	5.0%	3.8	0.0%	-5.8	5.9%	1.8%	-1.1%
Cc1cccc(N(C(=O)c2cnc3n(c2=O)CCS3)C2CCCCC2)c1	-9.4	-4.8%	3.6%	-9.4	15.2%	5.7	20.0%	-3.2%	-7.4%
O=[N+]([O-])c1ccc(C(O)CN=Cc2ccc(O)cc2O)cc1 (stereo not drawn)	6.0	8.2µM*	-0.6%	2.1	8.3%	0.0	9.8%	1.6%	11.6µM*
Cc1ccc(Cl)cc1N1CCN(CCCNc2ncnc3onc(-c4ccc(Cl)cc4)c23)CC1	-7.0	x	-1.3%	x	5.4%	x	x	11.5%	x
CCNC(=O)c1c(NC(=O)C2COc3ccccc3O2)sc2c1CCCC2 (stereo not drawn)	8.5	-2.4%	19.2%	-6.5	-18.1%	26.4	4.0%	u	-2.9%
CCCN1CCN(C(=O)c2cn(CC(C)C)c(=O)c3cc(OC)c(OC)cc23)CC1	3.8	14.0%	0.2%	14.2	1.6%	22.2	-2.1%	0.0%	u
CCOC(=O)COc1coc(CN2CCN(c3cccc(Cl)c3)CC2)cc1=O	-3.8	-5.3%	-4.2%	-3.4	-7.6%	-20.6	-8.5%	1.4%	-7.7%
COc1cc2c(cc1OC)CN(C1CC(=O)N(c3c(C)cccc3C)C1=O)CC2 (stereo not drawn)	0.2	u	1.8%	1.4	-11.7%	11.2	6.1%	-5.2%	-23.0%
CC1(C(=O)O)CCCN(C(=O)C2(c3ccc(Cl)cc3)CCCC2)C1 (stereo not drawn)	3.3	7.2%	-3.2%	12.8	3.3%	20.9	x	0.0%	-0.2%
Cc1cc2c(=O)oc(-c3ccc(F)cc3)nc2s1	-2.9	14.7%	-1.7%	-8.2	-13.0%	-4.4	-0.6%	-8.1%	13.2%
O=C(COc1ncnc2ccccc12)c1ccc2c(c1)OCCO2	-3.1	7.1%	-12.9%	0.7	-2.0%	-14.9	-0.4%[9.22 µM]	1.7%	12.3%
O=C(COC(=O)c1ccccc1O)Nc1ccc(N2CCOCC2)cc1	-6.0	1.3%	1.3%	-14.6	18.2%	u	u	0.7%	3.6%[9.24 µM]
O=C1NC[C@@H](CCCCN2C[C@H](Cc3ccccc3)N(CCc3ccc(O)cc3)C(=O)C2=O)N(CC2CCCCC2)C1=O	-6.6	1.8%	11.2%	0.0	-3.8%	-9.6	x	14.1%	-1.6%
Cc1nnc(NN)n(N)c1=O	-8.6	10.5%	0.9%	-12.9	2.5%	0.6	0.2%	u	6.9%
CCOC(=O)C1CCN(Cc2cccc(Oc3ccc(Cl)cc3)c2)CC1	6.1	-4.4%	7.4%	u	-5.3%	0.0	-23.7%	-0.7%	-5.3%
COc1cc(O)c(CCO)c2c1C(=O)C[C@@H](C)O2	-23.3	1.4%	-1.6%	28.2	-12.6%	-19.2	-2.5%	-0.5%	-0.5%
COc1ccc(Cl)cc1NC(=S)NNC(=O)C1(C)CC1(Cl)Cl (stereo not drawn)	4.3	0.9%	8.5%	-23.5	-8.2%	u	6.3%	-1.7%	-9.7%

One compound at a time (already shown). Order of screens: D3 ag | HT1080 IDH1KD tx | GLP-1R agonist | DRD3 antagonist | KB-V1 MDR tox | IL-1B inflam inh | SW480 rereplic | KB-3-1 tox | HT1080NT lethal
CC1(C(=O)O)CCCN(C(=O)C2(c3ccc(Cl)cc3)CCCC2)C1 (stereo not drawn) in the list: 3.3 | 7.2% | -3.2% | 12.8 | 3.3% | 20.9 | x | 0.0% | -0.2%
O=C1NC[C@@H](CCCCN2C[C@H](Cc3ccccc3)N(CCc3ccc(O)cc3)C(=O)C2=O)N(CC2CCCCC2)C1=O in the list: -6.6 | 1.8% | 11.2% | 0.0 | -3.8% | -9.6 | x | 14.1% | -1.6%

More entries follow.
SMILES	D3 ag	HT1080 IDH1KD tx	GLP-1R agonist	DRD3 antagonist	KB-V1 MDR tox	IL-1B inflam inh	SW480 rereplic	KB-3-1 tox	HT1080NT lethal
COc1ccc(N2CC(C(=O)Nc3nc(-c4ccccc4)c(C(C)=O)s3)CC2=O)c(OC)c1 (stereo not drawn)	-1.6	-4.1%	3.9%	5.0	-14.1%	14.4	1.1%	0.3%	-11.3%
CCOC(=O)C(C)Oc1cccc2c(=O)n(CC(=O)Nc3cccc(OC)c3)ccc12 (stereo not drawn)	3.3	7.5%	6.4%	1.6	0.0%	128.7	2.6%	u	2.5%
CCN(Cc1ccccc1)c1ccc(N=Nc2nn(C)c(C)c2[N+](=O)[O-])cc1	-11.7	1.1%	1.5%	-50.8*	6.51µM*	-3.2	-12.0%	u	-2.4%
CC1CN(CCc2ccccc2)c2nc3c(c(=O)n(C)c(=O)n3C)n2C1 (stereo not drawn)	7.3	0.0%	-2.4%	2.0	-26.1%	-4.6	-5.8%	5.7%	0.8%
CC(=O)Nc1ccc(S(=O)(=O)N2CCN(c3cc4c(cc3[N+](=O)[O-])n(C)c(=O)n4C)CC2)cc1	5.6	u	2.2%	39.4	-25.7%	-11.1	0.9%	0.3%	-11.0%
COc1cc(NC(=O)CCC(=O)O)nc(OC)n1	24.7	-1.1%	-9.1%	17.3	u	28.1	2.2%	14.0%	0.2%[9.24 µM]
Cc1cnc(NC(=O)c2ccc(F)c(S(=O)(=O)N3CCOCC3)c2)s1	0.9	3.8%	-0.3%	-2.8	18.4µM*	9.6	-4.3%	-26.3%	11.4%
CCN(CC)C(=O)C(=O)c1cccn1-c1cccc(Cl)c1C#N	0.3	3.5%	-1.9%	-3.4	-2.2%	-6.2	-0.7%	5.0%	13.6%
CCOC(=O)C1C(C(C)=O)=C(c2ccccc2)c2ccccc2N1S(=O)(=O)C(F)(F)F (stereo not drawn)	9.6	0.0%	-3.9%	10.4	-10.6%	35.3	-36.5%[inhibitor]	7.7%	3.9%
CC1(C(=O)NCc2cccc(C(F)(F)F)c2)CCN1Cc1ccc2ccccc2c1 (stereo not drawn)	3.2	u	-5.4%	6.1	u	u	x	-19.3%	u
CC(=O)c1cccc(CN2CCN(Cc3ccc(C)cc3)C(CCO)C2)c1 (stereo not drawn)	-22.1	-7.7%	-1.1%	-74.2*	-3.0%	-5.4	-12.3%	2.9%	-2.8%
CC1CCc2c(sc3ncn(CC(=O)N=Nc4c(O)[nH]c5ccccc45)c(=O)c23)C1 (stereo not drawn)	5.9	-0.5%	-0.9%	-20.4	-15.0%	10.2	2.1%	-2.7%	-10.1%
CCN(CC)CCNC(=O)Cn1c(=O)c2cccn2c2ccc(F)cc21	-19.4	-7.9%	15.2%	3.4	3.9%	-6.2	3.5%	8.9%	-14.0%
CN(C(=O)c1ccc(NC(=O)Cc2ccc(NC(=O)C3CCCN(C(=O)C4CCCCC4)C3)cc2)cc1)C1CCCC1 (stereo not drawn)	10.5	2.2%	3.9%	3.3	u	19.8	3.4%	0.0%	11.1%
C[C@@H]1COC(=O)[C@@H](CC(=O)OC(C)(C)C)C/C=C\C[C@H](CC(=O)N(CCO)Cc2ccccc2)C(=O)N1	-1.8	17.8%	-2.6%	22.0	u	16.6	-16.6%	0.0%	16.3%
CC1(C)OC(=O)N2CCc3ccccc3C21C (stereo not drawn)	-2.3	-7.4%	0.3%	8.3	19.2%	-3.9	-4.9%	-5.7%	-0.1%
Cc1ccc(S(=O)(=O)N2CCN(C(=O)C3CC(=O)N(c4ccc5c(c4)OCCO5)C3)CC2)cc1 (stereo not drawn)	4.9	2.5%	4.1%	-16.5	0.0%	-24.6	-22.8%	10.9%	-1.6%
CCOc1ccc(Oc2cc(NC(=O)c3ccco3)cc([N+](=O)[O-])c2)cc1	-23.2	-6.6%	8.6%	0.0	-0.8%	-17.6	5.2%	0.0%	-6.3%
CC1(C)CC(=O)C/C(=N/Nc2nc3ccccc3s2)C1	1.1	-21.8%	-4.6%	-1.1	18.6%	31.1	-8.2%	-1.2%	-10.8%
Cc1ccc(-c2nc(CN3CCCC(C(=O)N4CCOCC4)C3)c(C)o2)cc1 (stereo not drawn)	-3.3	-2.5%	-5.0%	-3.2	-0.7%	-14.0	4.2%	0.0%	-12.6%

High-throughput results (PubChem)
